SR-BI uptake up: activators of SR-BI mediated HDL lipid uptake. activation, % at 12.5 µM. hit rate 0.096% among 320,000. AID 504775. CHO ldlA[mSR-BI] cells, DiI-HDL uptake fluorescence, 3 h; 100 = double the neutral-control signal;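 active = mean replicate activation of at least 60% and every replicate at or above 60%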;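 note: 0% = median plate neutral-control signal and 100% = twice that signal; values of inactives mirror those of a sister screen read the other way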
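Test system: SR-BI-overexpressing, LDLR-lacking CHO cells; Medium: Ham's F12 with 0.5% BSA, HEPES 25 mM, pH 7.4; Schedule: 3 h, 37 °C; Technique: bottom-read fluorescence, 550/595 nm.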
RTF Ca sens inh: cardiac RTF calcium desensitization; AID 493244; inhibition, % at 7.15 µM; hit rate 0.12% among 340,000; IANBD-labeled cardiac RTF, Ca2+ fluorescence;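 active = inhibition above the mean inhibition of all tested compounds plus 3 SD, cut at about 17% in these data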;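 note: assay run at fixed EC70 calcium of 1.6 mM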
Keap1-Nrf2 PPI: disrupts human Keap1 binding to Nrf2 peptide; Q14145; Keap1 Kelch-Nrf2 peptide fluorescence polarization, 1536-well; inhibition, % at 9.4 µM; hit rate 0.15% among 340,000; in the data active = inhibition above about 12%;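 note: human Keap1 Kelch domain with fluorescein labeled Nrf2 9mer peptide probe; 0% = neutral control wells and 100% = peptide positive control; higher means more block of Keap1 binding to Nrf2 peptide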
LANA DNA inh: blocks KSHV LANA C-terminal domain binding to DNA | MBP-C-LANA/FAM-LBS DNA binding, fluorescence polarization | inhibition, % at 9 µM | hit rate 0.078% among 340,000 | AID 504423;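 active = highest replicate inhibition at or above 60% at 9 µM, even if other replicates fall short; inactive = all replicates below 60% inhibition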;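 note: 0% = neutral control wells and 100% = 4 µM acridine orange control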
PKA-R2B activ: activates the human PKA-R2B holoenzyme complex; PKA-R2B holoenzyme dissociation, Cy5-IP20 fluorescence polarization; R2B truncated from residue 108, S112A mutant; 0% DMSO only, 100% 113 µM cGMP; hit rate 0.079% among 340,000; AID 504700; activation, % at 11.4 µM; P22694+P31323;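 active = activation above a cutoff set at the mean over all compounds plus 3 SD, cut at about 18% in these data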;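 note: higher means more holoenzyme dissociation and a rise in polarization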
SR-BI DiI inh: mouse SR-BI HDL lipid transfer inhibition; ldlA[mSR-BI] CHO cells, DiI-HDL uptake fluorescence, 3 h; inhibition, % at 12.5 µM; hit rate 0.96% among 320,000;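 active = mean replicate inhibition of at least 70% and a set share of replicates each scoring 70 or more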;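 note: 0% = median of neutral control wells and 100% = median of positive control wells; values of inactives mirror those of a sister screen read the other way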
NSD2 HMT inh: NSD2 (human) methyltransferase inhibition; O96028; NSD2 peptide methylation, AlphaScreen, 120 min; inhibition, % at 12.5 µM; hit rate 0.54% among 310,000; AID 743445; in the data active = inhibition above about 50%
Target sequence (O96028 whole entry, looked up): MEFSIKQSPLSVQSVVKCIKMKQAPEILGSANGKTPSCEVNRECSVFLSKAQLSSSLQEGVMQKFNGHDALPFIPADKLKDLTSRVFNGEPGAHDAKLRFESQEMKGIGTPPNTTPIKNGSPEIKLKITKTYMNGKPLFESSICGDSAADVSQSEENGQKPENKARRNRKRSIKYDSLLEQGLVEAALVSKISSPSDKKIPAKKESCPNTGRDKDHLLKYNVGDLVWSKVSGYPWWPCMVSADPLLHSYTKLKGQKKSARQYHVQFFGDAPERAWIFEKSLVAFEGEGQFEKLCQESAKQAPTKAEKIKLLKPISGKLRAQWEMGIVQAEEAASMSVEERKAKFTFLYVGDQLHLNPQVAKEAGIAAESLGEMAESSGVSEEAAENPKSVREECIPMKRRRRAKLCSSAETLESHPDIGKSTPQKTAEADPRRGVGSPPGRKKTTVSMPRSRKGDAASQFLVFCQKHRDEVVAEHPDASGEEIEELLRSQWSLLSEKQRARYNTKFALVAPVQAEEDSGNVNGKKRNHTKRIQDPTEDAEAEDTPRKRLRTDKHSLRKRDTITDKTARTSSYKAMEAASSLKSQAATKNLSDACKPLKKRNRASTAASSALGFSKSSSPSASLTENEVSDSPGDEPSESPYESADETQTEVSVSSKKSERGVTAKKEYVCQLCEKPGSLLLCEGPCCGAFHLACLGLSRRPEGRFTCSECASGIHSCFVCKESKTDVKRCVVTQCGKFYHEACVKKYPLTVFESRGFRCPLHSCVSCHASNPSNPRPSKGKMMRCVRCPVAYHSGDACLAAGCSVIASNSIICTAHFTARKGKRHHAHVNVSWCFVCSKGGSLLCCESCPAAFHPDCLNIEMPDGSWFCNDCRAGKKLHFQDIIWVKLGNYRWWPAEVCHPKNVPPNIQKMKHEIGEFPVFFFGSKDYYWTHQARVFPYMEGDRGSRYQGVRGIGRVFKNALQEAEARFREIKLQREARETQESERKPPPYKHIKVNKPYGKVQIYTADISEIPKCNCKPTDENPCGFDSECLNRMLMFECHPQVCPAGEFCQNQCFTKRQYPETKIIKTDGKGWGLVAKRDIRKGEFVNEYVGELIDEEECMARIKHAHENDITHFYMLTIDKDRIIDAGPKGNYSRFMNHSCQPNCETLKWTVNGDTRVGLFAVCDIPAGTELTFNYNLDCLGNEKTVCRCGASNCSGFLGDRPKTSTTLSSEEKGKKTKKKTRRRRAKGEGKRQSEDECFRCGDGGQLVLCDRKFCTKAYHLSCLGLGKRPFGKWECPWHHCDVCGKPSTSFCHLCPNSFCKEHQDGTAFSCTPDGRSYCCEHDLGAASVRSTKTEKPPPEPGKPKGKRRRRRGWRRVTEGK
Arr AP2 block: human beta-arrestin and AP2 interaction inhibition; FITC-arrestin peptide / GST-AP2 beads, flow cytometry; AP2 beta2 appendage carries R879A mutation; inhibition, % at 10 µM; hit rate 0.31% among 340,000;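 active = inhibition above a set limit, near 3 SD of compounds lacking own fluorescence, cut at about 54% in these data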;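 note: plate controls were DMSO wells for no effect and 5 µM unlabelled arrestin peptide for full effect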
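Assay system: GST-AP2 R879A bound to glutathione beads, E. coli-expressed; Medium: PBS with 0.05% Tween 20 and 0.1% BSA; Also added: fluorescein-tagged arrestin peptide at 50 nM final; Timing: 12 min plus 1 h, RT; Measured by: flow cytometry, FL1 (488/535 nm); Evaluation: percent drop in bead-associated FITC signal.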
PvdQ inh: P. aeruginosa PvdQ acylase inhibition; purified PvdQ acylase, fluorescence plate reader; inhibition, % at 10 µM; hit rate 0.063% among 340,000; AID 488965; in the data active = inhibition above about 30%, passing the limit was not always enough;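 note: 0% = vehicle neutral wells and 100% = reference inhibitor wells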
DAGLB inhibitor: blocks human DAGLB lipase activity | Q8NCG7 | HEK293T DAGLB membrane lysate, EnzChek fluorogenic substrate | inhibition, % at 5.17 µM | hit rate 0.059% among 340,000 | AID 504411; in the data active = inhibition above about 34%;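 note: 0% = enzyme with vehicle and 100% = wells lacking enzyme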
The depositor's hits bear a star; · = not tested or not shown.

Values run as follows: SR-BI uptake up, RTF Ca sens inh, Keap1-Nrf2 PPI, LANA DNA inh, PKA-R2B activ, SR-BI DiI inh, NSD2 HMT inh, Arr AP2 block, PvdQ inh, DAGLB inhibitor
- COc1ccc(CN2CCNC(=O)C2CC(=O)NC2CCOCC2)cc1C (centres undefined)
    ·, -2, 0, 1.9, -1, -43, 2, 1, -7, -1
- O=C1C=C(c2ccc(C(=O)O)cc2)C[C@@H](c2ccc(Cl)cc2)C1
    -2, -4, -2, -0.8, -9, 2, ·, 30, 4, -1
- O=C(CCCn1c(=O)[nH]c2ccsc2c1=O)N1CCN(Cc2ccc3c(c2)OCO3)CC1
    8, -2, 2, 1.3, 9, -8, 0, 16, -8, 4
- COc1ccc(C(C(=O)NC2CCCCC2)N(C(=O)CCCC(=O)Nc2ccccn2)c2ccc3c(c2)OCCO3)cc1 (centres undefined)
    10, -10, -6, -0.1, -3, -10, -9, 8, -8, 2
- COc1cccc(C(=O)OCCNC(=O)c2cccnc2)c1
    ·, -17, 0, 2.2, -7, ·, -1, 2, -10, 2
- COc1ccc(C2/C=C\CN(C(=O)OCc3ccccc3)CC(=O)N2Cc2ccc(F)cc2)cc1 (centres undefined)
    -12, -2, -1, -2.0, 1, 12, ·, 20, -17, -3
- Cc1ccc(N(CC(O)CN2C(=O)NC(C)(C)C2=O)S(=O)(=O)c2ccc([N+](=O)[O-])cc2)cc1 (centres undefined)
    13, 5, -1, -1.4, 0, -13, 13, -13, -7, 3
- Cc1nc2ccccc2n1CCN1CCOCC1
    22, 8, 4, 2.0, -21, -22, -2, -5, -7, -3
- CCOCCCNC(=O)c1ccc2c(c1)N=C(CC)c1cc(Br)ccc1S2
    -27, -4, -6, 0.1, -9, 27, -1, -10, -12, 0
- COc1ccc(/C=C/C(=O)NCC(=O)N/N=C(/C)c2ccc(Cl)cc2)cc1
    17, -1, 3, -1.3, -1, -17, -3, 44, 11, 1
- Cc1cc(N2CCN(c3cccc(C)c3C)CC2)nc(-c2ccccc2)n1
    -17, -13, -1, 0.2, -4, 17, 1, 6, -8, -23
- COc1ccc(S(=O)(=O)N2CCOC2CNC(=O)C(=O)NCCCN(C)C)cc1C (centres undefined)
    28, -8, -2, -0.2, 0, -28, 22, -24, -16, 1
- CCN(C(=O)C1CCN(S(=O)(=O)c2ccc3c(c2)oc(=O)n3C)CC1)c1cccc(C)c1
    3, -2, -2, 1.7, 2, -3, ·, 11, -21, -4
- CCn1c(C)c(C)c2cc(C(=O)N3CCN(c4cccc(C)c4C)CC3)ccc21
    -14, -9, -8, -1.7, 5, 14, 8, -10, -3, -6
- COc1ccc(Cl)c2sc(N(Cc3cccnc3)C(C)=O)nc12
    ·, 13, -6, -0.4, -1, ·, 0, -4, -3, 2
- O=C(CCCN1C(=O)c2cccc3cccc(c23)C1=O)Nc1nccs1
    36, 3, 4, 0.3, 4, -36, 26, 2, -10, -1
- O=C(Nc1cc(Cl)ccc1N1CCOCC1)c1ccncc1
    -13, -8, 3, 1.8, -2, 13, -2, 18, 1, -2
- Cc1nnc2n(C3CCCCC3)c(=O)c3c4c(sc3n12)COC(C)(C)C4
    22, 5, -8, 1.0, 4, -22, 6, -1, 8, 2
- O=C(NNC(=O)C1COc2ccccc2O1)c1ccccc1O (centres undefined)
    -70, -3, -4, 0.2, 3, 70, -4, 2, -12, 2
- S=c1[nH]ncn1-c1ccccn1
    43, 7, 1, -0.2, -4, -43, 0, 31, -2, -5
- Cc1cc(N/N=C/c2ccccc2Br)nc2ccccc12
    -2, 5, 0, 0.5, -10, 2, -2, 9, 4, -6
- O=C(COC(=O)[C@H](Cc1ccccc1)NC(=O)c1ccco1)Nc1ccccc1OC(F)F
    9, -2, 1, 0.4, -7, -9, ·, 12, -4, -2
- COc1ccc(-c2nsc3c(N4CCCC4)ncnc23)cc1
    ·, -5, 2, 1.7, 0, -19, -4, 12, 4, -3
- Cn1c(-c2ccc(C(F)(F)F)cc2)cc2onc(-c3ccccc3)c2c1=O
    -9, 1, -4, 1.7, -6, 9, ·, -3, -17, -6
- O=C(O/N=C1/CCCc2occc21)c1ccccc1
    22, -6, 2, -1.4, -8, -22, -1, -1, -8, -4
- COc1ccc(C2Nc3ccccc3C(=O)N2NS(C)(=O)=O)cc1OC (centres undefined)
    -5, -2, 1, -8.1, 3, 5, 0, 71*, 1, 1
- CCc1nnc(NC(=O)CCC(=O)NC2CCCCCC2)s1
    ·, -9, -2, -0.8, 1, -33, -3, 5, 0, 3
- C=CCn1c(SCc2ccccc2)nnc1-c1cccnc1
    -11, 0, 0, 0.8, -4, 11, ·, 0, -4, 4
- Cc1ccc(CNC(=O)c2ccc(CN3CCOCC3)cc2)cc1
    4, -6, 1, 0.8, 1, -4, -2, 14, -7, 2
- Cc1ccc(NC(=O)C/C(N)=N/OC(=O)Nc2cccc(C)c2)cc1
    3, 3, -3, 1.0, -1, -3, ·, 13, 0, -1
- COc1ccc(S(=O)(=O)N2CCCCC2)cc1NC(=O)CCOc1cc(C)ccc1C
    -10, -1, -4, -0.4, 0, 10, -2, -12, -11, -6
- CC1(C)Cc2nc(Cl)c(C(=O)O)cc2CO1
    0, ·, -4, -2.2, ·, 0, 4, 36, 7, ·
- C=CC[C@H](CC(=O)NCCO)C(=O)N[C@H](COC(=O)[C@@H](CC=C)CC(=O)OC(C)(C)C)Cc1ccccc1
    5, 0, -5, -0.9, -5, -5, ·, 26, 2, 0
- CCOC(=O)C1CCN(C(=O)CCCN2C(=O)c3ccccc3C2=O)CC1
    -10, 3, 3, 0.6, 9, 10, -1, -3, -7, 1
- O=C1CC[C@H](OCc2ccccc2)CCN1[C@H](CSc1ccccc1)Cc1ccccc1
    -14, -9, -6, -3.3, 3, 14, ·, 0, -14, -1
- Cc1ccc2c(c1)/C(=N/N1C(=O)c3ccccc3C1=O)C(=O)N2
    30, -4, -5, 0.0, 1, -30, 0, 13, -8, 3
- CC1(C(=O)OCC(=O)NCCNC(=O)COC(=O)C2(C)CC2(Cl)Cl)CC1(Cl)Cl (centres undefined)
    18, -10, -2, 0.3, -5, -18, 1, -10, -17, 0
- Cc1cc(C)c(NC(=O)CNC(=O)COC(=O)C2CCN(c3ccc(C(F)(F)F)cn3)CC2)c(C)c1
    -17, -7, -5, -0.3, 0, 17, -1, 5, -10, 0
- COc1ccc(-c2c(S(=O)(=O)c3ccccc3)cnn2-c2ccccc2)cc1
    -27, 1, -6, 0.4, -7, 27, -2, 2, -13, -4
- CN1CCN(C(=O)/C(=C/c2ccccc2F)NC(=O)c2ccccc2)CC1
    -2, -7, 0, 0.3, 6, 2, 1, -3, 1, -2
- CCOC(=O)c1c(C(=O)OCC)c(C)n(CCc2ccccc2)c1C
    -35, 12, -1, 4.1, -5, 35, 7, -2, -14, -6
- CC(C)CCNc1c(-c2cccs2)nc2ccccn12
    -25, -14, -1, -3.8, -4, 25, 1, 17, 7, -3
- C=CCOc1ccc(-c2nc3c(c(=O)[nH]c(=O)n3Cc3ccccc3)n2CCCOC)cc1
    2, -5, 1, 0.3, -15, -2, -1, 3, -17, 1
- COc1ccc(CNC(=O)C(=O)NCCC2CCCCN2S(=O)(=O)c2ccccc2)cc1 (centres undefined)
    ·, -7, -12, -1.2, 2, ·, 1, 4, 0, 1
- CCCc1cc(=O)oc2c(CNc3ccc(OCC)cc3)c(O)ccc12
    3, -8, -3, 2.1, -3, -3, 1, -5, -9, 3
- O=C(COc1ccc(Br)cc1Br)NC1CCS(=O)(=O)C1 (centres undefined)
    -7, -6, -3, 0.2, -2, 7, ·, -3, -8, 3
- Cc1cc(Cl)ccc1OCC(=O)Nc1ccncc1
    -12, -1, -4, 0.7, -4, 12, 0, 9, -3, 0
- CCCCn1c(N)c(N(Cc2ccccc2OC)C(=O)C(C)C)c(=O)[nH]c1=O
    12, 0, 0, -0.1, -1, -12, -1, -2, -7, 1
- COc1ccc(-c2nn(-c3ccccc3)cc2C(=O)N(C)C)cc1
    -52, -2, -2, -9.5, 3, 52, 5, 60*, 0, -2
- COc1ccc(OCC(=O)N2CCN(C(=O)COc3ccccc3)CC2)cc1
    -30, -8, -6, 4.0, -4, 30, 11, -7, -12, 0
- Cc1oc2c(c1C(=O)NC(Cc1c[nH]c3ccccc13)C(=O)O)CCCC2 (centres undefined)
    -14, 4, 1, -0.1, -10, 14, 1, -9, -9, 3
- CCNC(=O)C(=O)NCC1OCCCN1S(=O)(=O)c1cccs1 (centres undefined)
    22, 0, 3, -0.5, -5, -22, 1, 3, -6, 0
- COc1ccc(C(=O)c2c[nH]c(C(=O)NCc3cccnc3)c2)cc1
    -1, -6, -2, 1.0, 5, 1, -1, 16, -6, -1
- Cc1ccc(-c2cc(C(=O)Nc3ccc(S(=O)(=O)Nc4ncccn4)cc3)c3ccccc3n2)cc1
    -19, -12, -1, 0.3, -4, 19, 1, 1, -3, 7

Single records (already shown). Order of screens: SR-BI uptake up	RTF Ca sens inh	Keap1-Nrf2 PPI	LANA DNA inh	PKA-R2B activ	SR-BI DiI inh	NSD2 HMT inh	Arr AP2 block	PvdQ inh	DAGLB inhibitor
`C=CC[C@H](CC(=O)NCCO)C(=O)N[C@H](COC(=O)[C@@H](CC=C)CC(=O)OC(C)(C)C)Cc1ccccc1` across the screens: 5	0	-5	-0.9	-5	-5	·	26	2	0
`O=C1C=C(c2ccc(C(=O)O)cc2)C[C@@H](c2ccc(Cl)cc2)C1` across the screens: -2	-4	-2	-0.8	-9	2	·	30	4	-1
`Cc1cc(N/N=C/c2ccccc2Br)nc2ccccc12` across the screens: -2	5	0	0.5	-10	2	-2	9	4	-6
`O=C(O/N=C1/CCCc2occc21)c1ccccc1` across the screens: 22	-6	2	-1.4	-8	-22	-1	-1	-8	-4

Source: PubChem
